From PubChem
MazEF act – increases E. coli MazEF RNase cleavage of RNA; activation, % at 20 µM; FAM/BHQ RNA-DNA oligo cleavage fluorescence, 5 h; 0.32% of 350,000 active; P0AE70; in the data active = activation above about 50%
Target sequence (P0AE70 whole entry, looked up): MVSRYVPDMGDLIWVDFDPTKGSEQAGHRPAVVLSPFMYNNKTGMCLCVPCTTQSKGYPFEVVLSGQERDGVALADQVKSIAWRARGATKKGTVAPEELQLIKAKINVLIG
CCHFV vOTU inh – blocks the CCHF virus ovarian tumor domain protease; CCHFV vOTU protease, Pep-AMC fluorescence; inhibition, % at 11.5 µM; 0.55% of 370,000 active; AID 651958; in the data active = inhibition above about 30%; also: 0% = vehicle wells with enzyme and 100% = no enzyme wells
BH1578 lux ind – inducers of Vibrio cholerae quorum light production without autoinducers. V. cholerae BH1578 lux reporter, luminescence, 6 h. activation, % at 18.7 µM. 0.16% of 350,000 active; in the data active = activation mostly above about 9.7%, no sharp cut-off; also: not every result past the cut was called active; inactives centre near 0; reference of the scale not given here
PrPC TRFRET – reduces human prion protein on the cell surface | P04156 | cell surface PrPC, TR-FRET read-out | inhibition, % at 13.8 µM | 0.43% of 370,000 active | AID 720596; in the data active = inhibition above about 24%; also: 0% = median of the test wells and 100% = reference compound wells
PriA SSB inh – K. pneumoniae PriA-SSBct interaction inhibition. AlphaScreen SSBct-PriA binding, biotinylated peptide. inhibition, % at 33 µM. 0.6% of 430,000 active. AID 1272365; in the data active = inhibition mostly above about 37%, no sharp cut-off; inactive = mostly below about 20%;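 also: plate controls were negative control peptide for no effect and reference peptide for full effect; strong numbers were not always called active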
DUSP3 inh – DUSP3 (human) phosphatase inhibition; P51452; 0.52% of 290,000 active; AID 1654; inhibition, % at 13.3 µM; recombinant VHR phosphatase, pNPP absorbance; in the data active = inhibition above about 50%; also: some compounds called inactive have numbers as strong as hits
Target sequence (P51452 whole entry, looked up): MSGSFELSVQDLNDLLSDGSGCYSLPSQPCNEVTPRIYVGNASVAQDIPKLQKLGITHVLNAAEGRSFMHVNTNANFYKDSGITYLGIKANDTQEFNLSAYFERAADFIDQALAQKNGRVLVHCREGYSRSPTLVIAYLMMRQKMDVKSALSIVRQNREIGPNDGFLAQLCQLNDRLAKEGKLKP
Yp Topo-I inh – blocks Yersinia pestis topoisomerase I activity. Y. pestis Topo-I cleavage product accumulation, plate reader. activity, % at 10 µM. 0.064% of 360,000 active; in the data active = activity above about 50%, passing the limit was not always enough; also: inactives centre near 2
SARS 3CLpro inh – SARS-CoV 3CLpro protease inhibition; P0C6X7; recombinant SARS-CoV 3CLpro, quenched FRET peptide cleavage; inhibition, % at 6 µM; 0.14% of 290,000 active; AID 1706; in the data active = inhibition above about 12%
TcdB inh – inhibitors of Clostridioides difficile toxin B glycohydrolase | TcdB glycohydrolase enzymatic assay, plate reader | inhibition, % at 9.99 µM | AID 652162 | P18177 | 0.24% of 350,000 active; in the data active = inhibition above about 10%
Rv3671c inh – Rv3671c (M. tuberculosis) protease inhibition. inhibition, % at 5.96 µM. P9WHR9. 0.048% of 320,000 active; in the data active = inhibition above about 38%;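 also: extracellular domain of Rv3671c used as enzyme; 0% = enzyme with DMSO and 100% = no enzyme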
Target sequence (P9WHR9 whole entry, looked up, the tested form may be a part): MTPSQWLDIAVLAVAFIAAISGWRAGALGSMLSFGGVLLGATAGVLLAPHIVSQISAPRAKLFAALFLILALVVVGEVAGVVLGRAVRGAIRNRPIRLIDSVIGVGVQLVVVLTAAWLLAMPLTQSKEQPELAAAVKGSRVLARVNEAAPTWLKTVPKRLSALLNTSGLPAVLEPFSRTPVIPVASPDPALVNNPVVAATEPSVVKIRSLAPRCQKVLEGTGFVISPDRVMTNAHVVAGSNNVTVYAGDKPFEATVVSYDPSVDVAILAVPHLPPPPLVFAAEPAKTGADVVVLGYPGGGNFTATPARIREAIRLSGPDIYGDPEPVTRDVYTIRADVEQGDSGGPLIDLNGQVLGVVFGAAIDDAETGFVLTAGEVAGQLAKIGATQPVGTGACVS
Starred values were filed as active, the others as inactive; i = inactive; · = not tested or not shown. Only part of the results is shown. The share of hits here may be higher or lower than overall.

A first look (4 entries):
SMILES	MazEF act	CCHFV vOTU inh	BH1578 lux ind	PrPC TRFRET	PriA SSB inh	DUSP3 inh	Yp Topo-I inh	SARS 3CLpro inh	TcdB inh	Rv3671c inh
O=C(CSC1=Nc2ccccc2C2=NC(CC(=O)NCc3ccco3)C(=O)N12)NCc1ccco1 (stereo unspecified)	13.1	-2.3	i	3.6	-3.0	11.6	-10.2	-4.0	-0.4	-4.0
Cc1ccc(C2CC(=O)Oc3cc(O)ccc32)cc1 (stereo unspecified)	-7.0	7.8	13.8	1.2	-9.0	-11.0	0.7	-2.9	1.3	27.7
CC(=O)N1N=C(c2ccncc2)CC1c1ccccc1O (stereo unspecified)	12.1	-4.1	-0.6	-8.2	-11.7	-5.7	6.5	1.6	-0.5	6.0
O=C(Cc1ccccc1)NNC(=O)c1ccc(Br)o1	6.0	-1.4	-0.4	-3.5	-16.6	16.7	5.7	6.3	0.3	·

The whole of this part, previewed entries included:
SMILES	MazEF act	CCHFV vOTU inh	BH1578 lux ind	PrPC TRFRET	PriA SSB inh	DUSP3 inh	Yp Topo-I inh	SARS 3CLpro inh	TcdB inh	Rv3671c inh
O=C(CSC1=Nc2ccccc2C2=NC(CC(=O)NCc3ccco3)C(=O)N12)NCc1ccco1 (stereo unspecified)	13.1	-2.3	i	3.6	-3.0	11.6	-10.2	-4.0	-0.4	-4.0
Cc1ccc(C2CC(=O)Oc3cc(O)ccc32)cc1 (stereo unspecified)	-7.0	7.8	13.8	1.2	-9.0	-11.0	0.7	-2.9	1.3	27.7
CC(=O)N1N=C(c2ccncc2)CC1c1ccccc1O (stereo unspecified)	12.1	-4.1	-0.6	-8.2	-11.7	-5.7	6.5	1.6	-0.5	6.0
O=C(Cc1ccccc1)NNC(=O)c1ccc(Br)o1	6.0	-1.4	-0.4	-3.5	-16.6	16.7	5.7	6.3	0.3	·
COc1ccccc1CN(C)C(=O)c1cccc(S(=O)(=O)N2CCCc3ccccc32)c1	3.0	-4.8	-1.5	-1.8	-0.3	·	18.7	·	1.0	-0.3
COc1ccccc1C1C=C(c2ccccc2)Nc2nnnn21 (stereo unspecified)	1.4	-9.5	0.3	-1.6	-24.6	-4.7	6.0	1.9	·	-1.3
CCOC(=O)N1CCC(NC(=O)C2CCCN(S(C)(=O)=O)C2)CC1 (stereo unspecified)	0.0	7.0	-0.2	5.6	-4.7	23.5	-11.1	6.8	-0.5	-2.2
COc1cc(/C=N/NC(=O)C[n+]2ccccc2)cc(OC)c1OC	1.8	1.4	-0.2	1.4	·	-14.8	-0.8	-0.2	1.1	2.1
Cc1ccc(NC(=S)N2CCC(NC(=O)c3ccc(C)cc3)CC2)cc1	12.0	3.0	-6.9	0.5	-7.4	-25.5	5.5	-2.4	1.4	6.3
CC(Oc1ccc(S(=O)(=O)N2CCCC2)cc1[N+](=O)[O-])C(=O)NC(C)c1ccccc1 (stereo unspecified)	7.8	-1.8	-1.9	10.8	0.9	·	13.0	·	1.4	3.5
O=C(N/N=C/c1ccc([N+](=O)[O-])cc1)c1cccc2cc[nH]c12	5.6	-4.9	-0.3	-13.9	·	11.0	6.3	-3.0	0.4	1.0
CC1(C)CSC(=NCCc2ccccc2)N1C(=O)c1ccc(C#N)cc1	-2.3	-10.4	-0.2	3.8	-7.8	4.7	12.3	-7.5	-0.2	-10.5
C=CCn1c(CCNC(=O)c2cccs2)nnc1SCC(=O)Nc1cccc(Cl)c1C	8.5	-7.1	i	-6.0	37.2	47.0	6.7	3.6	·	1.6
CCN(C(=O)CSc1ncccn1)c1cccc2ccccc12	5.0	-4.9	i	0.1	-7.2	·	7.2	·	1.5	0.6
COc1cc(C(=O)NC2CC(C)(C)CC(C)(C)C2)ccc1OC1CCN(C(C)=O)CC1	10.8	-9.6	i	-1.5	-0.7	6.5	9.7	0.8	1.2	·
COC(=O)c1cn(NC(=O)Cc2ccc(OC)c(OC)c2)c(=O)c2ccccc12	3.9	-4.3	-0.4	11.2	-22.9	4.8	-3.4	2.3	0.2	0.5
O=C(NNC(=O)c1cccc2ccccc12)c1ccccc1O	-3.7	1.3	i	-2.2	-8.7	5.4	4.6	0.5	0.8	-0.7
CCN(CC(=O)NCc1cccs1)C(=O)c1ccc(S(=O)(=O)Nc2ccccc2Cl)cc1	1.3	-2.7	-2.5	-0.3	-2.1	·	14.2	·	1.5	-1.2
CC1=CN2C(=N)/C(=C/c3ccc(Sc4ccc(Cl)cc4)o3)C(=O)N=C2S1	1.4	1.5	-0.3	-0.3	-9.8	8.3	-0.2	-3.5	0.1	-14.2
CC(=O)c1ccc(S(=O)(=O)N2CCN(C(=O)CN3C(=O)NC4(CCCC4)C3=O)CC2)cc1	5.7	5.3	i	-12.1	-2.8	·	-0.7	·	2.1	-1.6
Cc1cc(F)ccc1S(=O)(=O)Nc1ccc(C(=O)N2CCCCC2)cc1	7.9	7.7	i	0.5	4.2	·	13.1	·	1.3	2.9
CCCCn1c(SCC(=O)Nc2oc(C)c3c(C)n[nH]c(=O)c23)nc2cc(S(N)(=O)=O)ccc21	7.0	2.5	-0.9	-2.6	-5.0	·	11.4	·	0.7	-7.8
COc1cc(C(=O)Nc2ccc3c(c2)ncn3C)cc(OC)c1OC	-4.3	-7.5	0.6	77.1*	-5.3	0.1	-6.2	6.7	0.8	13.3
Cc1ccc([N+](=O)[O-])cc1NC1OC(CO)C(O)C1O (stereo unspecified)	9.5	-10.1	-1.0	0.9	2.2	-3.7	6.4	1.3	-0.4	4.6
COc1ccc(S(=O)(=O)NC(=O)C2(C)CCN2C(=O)C2(c3ccccc3)CC2)cc1 (stereo unspecified)	·	-6.2	i	-4.6	·	·	-9.2	·	0.0	·
CCN(CC)C(=O)/C(=C/c1ccc(F)cc1)NC(C)=O	-5.5	-5.4	-0.4	9.6	-21.5	-4.1	-0.3	-1.1	-3.7	-2.2
O=C(Cc1ccc([N+](=O)[O-])cc1)Nc1ccc(O)cc1C(=O)O	-3.0	-2.0	-0.4	4.1	-18.9	7.4	-3.2	-5.0	8.5	-7.8
Cc1ccnc(NC(=O)CCC(=O)N(CC(=O)NC2CCCCC2)c2ccc3c(c2)OCO3)c1	-5.2	9.6	-3.6	-7.0	-6.3	-16.6	2.6	·	·	-4.9
CC(C)c1ccc(NC2CCCN(C(=O)c3ccnc(Cl)c3)C2)cc1 (stereo unspecified)	1.9	-7.4	-0.3	2.0	-0.3	5.7	9.1	5.2	0.4	0.3
COC(=O)C1=C(c2ccc(S(C)(=O)=O)cc2)C[C@@H]2CC[C@H]1N2C	4.2	-10.5	i	-0.5	-17.4	·	0.8	·	-1.3	0.6
Cc1ccc(SCc2cn3cc(Cl)ccc3n2)cc1	0.7	2.7	-0.3	-6.6	-21.4	3.8	-0.6	2.9	1.2	4.6
CC1CCCCN1S(=O)(=O)c1ccc(C(=O)Nc2nnc(C3CC3)o2)cc1 (stereo unspecified)	4.6	-4.2	-0.3	7.5	-13.1	24.0	-5.3	5.7	-1.1	-1.9
O=C(Nc1cccc(O)c1)c1ccccc1	3.9	-3.2	i	1.2	-8.8	-0.6	-4.5	1.5	·	2.1
COc1ccc(NC(=O)CSc2nnc(Cn3cnc4ccccc43)o2)cc1	4.5	-2.4	-0.5	-3.3	-11.4	11.1	12.8	0.0	0.2	-2.2
O=C(O)CC1C(=O)NCCN1Cc1cccs1 (stereo unspecified)	2.6	-2.2	i	0.1	1.8	-0.5	-2.9	4.1	0.0	3.0
COc1ccc(CC(=O)Nc2cccc(SC)c2)cc1	-3.2	-1.6	-0.4	9.8	2.2	8.2	-0.2	3.8	1.7	-1.4
COc1cc2nc(CN(CCC(C)C)Cc3nc4cc(OC)c(OC)cc4c(=O)[nH]3)[nH]c(=O)c2cc1OC	0.4	-2.8	i	-4.2	1.8	13.2	4.2	-2.0	·	-1.0
CCOC(=O)c1nncc(-c2ccccc2)n1	-3.0	8.7	-0.8	-1.9	3.6	·	3.2	·	0.9	3.2
CCOc1ccc(C(C)NC(=S)NC2CCCCC2)cc1OCC (stereo unspecified)	4.5	-4.2	-0.3	9.4	2.1	17.9	11.1	0.2	-2.1	-0.2
O=c1c2ccc(Cl)cc2[nH]c(=S)n1CCCN1CCOCC1	-12.6	-6.3	-0.4	-4.2	-18.6	14.7	2.9	-0.3	1.4	6.8
Cc1c(C(=O)c2cccc3ccccc23)c2cccc3c2n1[C@H](CN1CCOCC1)CO3	-1.6	4.7	7.4	8.7	10.9	·	29.6	·	1.8	-2.6
CCN(CC)S(=O)(=O)c1ccc(C)c(NC(=O)CNc2cccc(S(=O)(=O)N3CCCC3)c2)c1	2.5	1.2	i	13.1	1.9	·	27.5	·	-2.0	2.4
COc1cc(C)c(C)cc1S(=O)(=O)N1CCCCC1c1cccnc1 (stereo unspecified)	1.2	-2.0	i	2.4	-9.1	6.3	-3.6	4.2	·	0.1
O=C(/C=C/Nc1ccc(S(=O)(=O)Nc2ncccn2)cc1)c1ccc(Cl)c(Cl)c1	-1.9	-4.0	3.0	5.9	-7.2	-8.2	2.2	-3.4	0.7	1.9
COc1ccc(S(=O)(=O)N2CCCCCC2)cc1C(=O)NCc1ccccc1Cl	-0.4	-5.3	i	-0.3	-10.8	·	42.4	·	1.0	·

Part of the list above with just MazEF act and PrPC TRFRET.
Molecule | MazEF act | PrPC TRFRET
O=C(O)CC1C(=O)NCCN1Cc1cccs1 (stereo unspecified) | 2.6 | 0.1
CCN(CC)S(=O)(=O)c1ccc(C)c(NC(=O)CNc2cccc(S(=O)(=O)N3CCCC3)c2)c1 | 2.5 | 13.1
O=c1c2ccc(Cl)cc2[nH]c(=S)n1CCCN1CCOCC1 | -12.6 | -4.2

Next entries.
SMILES	MazEF act	CCHFV vOTU inh	BH1578 lux ind	PrPC TRFRET	PriA SSB inh	DUSP3 inh	Yp Topo-I inh	SARS 3CLpro inh	TcdB inh	Rv3671c inh
COC(=O)CSC1=C(C#N)C(c2ccc(C)cc2)C2=C(CCCC2=O)N1 (stereo unspecified)	3.7	16.7	-2.4	-12.3	-30.0	-8.0	-3.1	3.4	·	-4.2
Cc1cc(C)c2cc(CN(CCCO)S(=O)(=O)c3ccccc3F)c(=O)[nH]c2c1	0.2	12.1	-3.3	-3.1	-0.9	8.0	11.3	0.9	-0.3	6.4
NS(=O)(=O)c1ccc(NC(=O)COC(=O)c2ccco2)cc1	1.1	15.4	0.0	4.5	-0.1	-15.2	5.1	2.8	1.3	-5.8
Cc1ccc(C(=O)N/C(=C/c2cccc([N+](=O)[O-])c2)C(=O)NCC2CCCO2)cc1 (stereo unspecified)	2.5	-5.8	·	-24.9	-8.0	18.4	0.6	-2.1	0.9	0.5
CCc1nc(SCC(=O)NNC(=O)C2CCCCC2)c2ccccc2n1	-4.2	-4.7	i	60.3*	-21.3	1.3	7.3	0.9	·	-7.1
